# RSV CPE inhibition = inhibition of RSV-induced cytopathic effect – HEp-2 cells, primary 10 µM value included (AID 2391) | HEp-2 cells, RSV-induced CPE inhibition; higher % means a stronger effect | CPE inhibition, % at 10 µM, or IC50 in µM where a hit was titrated | 0.13% of 310,000 active; in the data active = a potency from the dose series; also: strong numbers were not always called active
# T cell HTS = modulates CD8 T cell binding to vesicles | 2C CD8+ T cell-vesicle binding, flow cytometry; active compounds read low | calls only at 7 µM | 0.068% of 330,000 active;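 active = response, share of CD8 T cells binding vesicles, and their 90th percentile fluorescence all below set limits, cut at about 80% in these data, passing the limit was not always enough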
#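 System: murine 2C transgenic CD8+ T lymphocytes; also added: QL9-loaded Drosophila micro-vesicles; times: binding 1.5 h at 37 °C; measured by: flow cytometry, PE anti-B7-1 (FL2) versus Alexa647 anti-CD8 (FL8), PFA-fixed; control set: Peptide-free naked vesicles (low) and QL9 vesicles with 0.7% DMSO vehicle (high)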
# Dengue-2 NS5 capping = flavivirus cap methylation enzyme inhibition – biochemical, confirmation dose response, primary screen (AID 588689) | inhibition, % at 25 µM, or IC50 in µM where a hit was titrated | 0.3% of 340,000 active | Dengue-2 NS5 methyltransferase capping enzyme assay, biochemical; higher % means a stronger effect; in the data active = a potency from the dose series
# West Nile antiviral = West Nile virus antiviral activity, cell-based, CPE readout (AID 1621); West Nile virus-infected cells, CPE inhibition; higher % means a stronger effect; CPE inhibition, % at 10 µM; hits with a dose series show IC50 in µM; 0.02% of 290,000 active; in the data active = a potency from the dose series; also: strong numbers were not always called active
# NTR1 ag = agonists of NTR1, primary screen, imaging, U2OS cells, beta-arrestin-GFP, high content (AID 493036). 0.17% of 330,000 active. NTR1-U2OS beta-arrestin-GFP spot imaging, agonist mode. activation, % at 20 µM. P30989;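 active = activation at or above 40% of the spot to cytoplasm intensity ratio, with at least 20 cells analyzed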;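 also: 0% = DMSO without peptide and 100% = 100 nM NTR1 peptide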
# Target sequence (P30989 whole entry, looked up): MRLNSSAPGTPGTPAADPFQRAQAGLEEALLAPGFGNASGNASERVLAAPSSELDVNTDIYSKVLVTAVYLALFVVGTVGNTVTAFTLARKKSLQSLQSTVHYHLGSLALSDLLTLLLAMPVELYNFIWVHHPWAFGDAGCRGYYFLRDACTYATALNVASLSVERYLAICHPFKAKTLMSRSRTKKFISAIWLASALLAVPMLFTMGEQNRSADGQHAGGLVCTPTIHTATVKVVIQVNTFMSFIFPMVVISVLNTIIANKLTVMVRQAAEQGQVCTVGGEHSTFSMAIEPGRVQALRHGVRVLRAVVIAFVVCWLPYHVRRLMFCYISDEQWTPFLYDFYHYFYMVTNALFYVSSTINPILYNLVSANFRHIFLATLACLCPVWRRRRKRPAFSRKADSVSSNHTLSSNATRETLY
# PhoP inhibition = inhibitors of PhoP regulon expression, primary screen, Salmonella Typhimurium, GFP reporter (AID 1863); S. Typhimurium PhoP-regulated promoter GFP reporter, 4 h; higher % means a stronger effect; 0.16% of 300,000 active; one-dose inhibition, % at 50 µM; IC50 in µM for titrated hits;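 active = inhibition over 29.93%, a cutoff 3 SD above the screen mean, later confirmed by dose response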;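 also: 0% = low Mg2+ inducing control and 100% = high Mg2+ repressing control; strong numbers were not always called active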
# Large T inhibition = SV40 large T antigen inhibitors, biochemical (AID 1903); 0.39% of 310,000 active; inhibition, % at 20 µM; hits with a dose series show IC50 in µM; SV40 large T antigen ATPase/helicase inhibition assay; higher % means a stronger effect; in the data active = a potency from the dose series; also: strong numbers were not always called active
# Rac1 GTP hydrolysis = MgcRacGAP GTPase-activating activity inhibitors, confirmation, biochemical, ADP Hunter fluorescence. 0.6% of 340,000 active. MgcRacGAP-stimulated Rac1 GTP hydrolysis, ADP Hunter fluorescence; higher % means a stronger effect; GST-tagged Rac1 F28L mutant substrate. inhibition, % at 30 µM, or IC50 in µM where a hit was titrated. AID 624330;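 active = first-screen hits whose inhibition reached a set limit at any dose in the follow-up dose series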;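 also: fluorescence reports GDP produced by GAP-driven GTP hydrolysis; strong numbers were not always called active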
# UTI89 phage lysis = inhibition of K1F phage lysis, E. coli UTI89, bacterial capsule biogenesis inhibitors, alamar blue (AID 488966); E. coli UTI89 K1F phage lysis, alamar blue, 2 h; higher % means a stronger effect; one-dose inhibition, % at 100 µM; IC50 in µM for titrated hits; 0.02% of 340,000 active;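 active = phage lysis inhibition, versus mean bacterial control, above a set limit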;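 also: capsule biogenesis inhibitors block K1F phage lysis so surviving cells raise fluorescence; higher fluorescence means more inhibition of phage lysis; actives were called in the ten point dose series up to 300 µM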
# T cell HTS vesicle-bound % = second read-out of T cell HTS, no call of its own (marks repeat the call); double positive events, %; measured here: CD8+ vesicle-bound cell fraction;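 binding gate set so that unloaded-vesicle control wells show 10% double positive cells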
# NTR1 ag cell count 20 µM = further read-out of NTR1 ag, marked with its call; cell count; measured here: cell count, cytotoxicity flag
# Dengue-2 NS5 capping pilot replicate = further read-out of Dengue-2 NS5 capping, marked with its call; inhibition, %; measured here: pilot screen replicate inhibition
# Active calls of the source: *; i = inactive; · = no result given; [ ] = dose if it differs, or a comment.
SMILES,RSV CPE inhibition,T cell HTS,T cell HTS vesicle-bound %,Dengue-2 NS5 capping,West Nile antiviral,NTR1 ag,NTR1 ag cell count 20 µM,PhoP inhibition,Large T inhibition,Rac1 GTP hydrolysis,UTI89 phage lysis,others
Cc1ccc(-c2noc(C3CCCN(C(=O)c4ccc(F)cc4F)C3)n2)cc1 (centres undefined),0.8%,i,9,0%,-0.7%,-0.6,63,-1%,11%,6%,2.8%,
Cn1cc(CCC(=O)NC2CC(C)(C)Cc3c2cnn3-c2ccc(F)cc2)cn1 (centres undefined),·,·,·,-3%,-0.8%,2.0,65,·,·,3%,0.3%,
N#Cc1ccc(CC(C(=O)O)N2Cc3ccccc3C2=O)cc1 (centres undefined),1.7%,i,43,-1%,0.1%,1.9,90,26%,-6%,5%,0.4%,
CCCCNC(=O)CC(NS(=O)(=O)c1ccc(C)cc1)c1ccco1 (centres undefined),-0.5%,i,44,-10%,0.2%,0.7,77,0%,17%,10%,-0.1%,
Cc1cccc(NC(=O)CSc2nnc(NC(=O)C3CC3)s2)c1C,0.1%,i,11,-2%,-0.1%,2.1,63,-5%,8%,9%,0.2%,
COc1ccc(/C=N/N2CCOCC2)cc1Cn1cc([N+](=O)[O-])cn1,1.4%,i,35,5%,0.4%,-0.1,44,-9%,9%,7%,-1.0%,
COc1cccc(C(=O)Nc2nnc(S(=O)(=O)N(C)Cc3ccc(F)cc3)s2)c1,4.2%,i,32,-1%,1.8%,3.0,69,-10%,9%,4%,0.2%,
Cc1ccnc(NS(=O)(=O)c2ccc(NC(=O)C3COc4ccccc4O3)cc2)n1 (centres undefined),-0.9%,i,60,-15%,0.2%,0.8,83,4%,-7%,12%,-0.1%,
COc1ccc(N/N=C(/C#N)S(=O)(=O)c2nsc(C)c2C#N)cc1,0.1%,i,20,6%,0.0%,1.1,32,6%,12%,18%,0.4%,
O=C(Oc1ccnc2cc(Cl)ccc12)N1CCOCC1,-0.7%,i,47,-4%,-0.4%,-1.0,49,5%,7%,-6%,-1.2%,
N#C[C@H]1C(O)C(O)c2ccccc2N1C(=O)c1ccccc1 (some centres undefined),3.7%,i,33,0%,-0.8%,-1.3,89,1%,0%,3%,0.4%,
O=C1c2ccccc2/C(=C\c2ccc3[nH]ccc3c2)N1c1ccccc1,·,i,25,-7%,·,3.0,56,·,·,5%,0.0%,
Cc1ccc(CNC(=O)COC(=O)c2cccc(S(=O)(=O)N3CCCCC3)c2)cc1,0.1%,i,35,4%,·,-2.1,51,·,·,-3%,0.1%[50 µM],
C/C(=N\Nc1ccc(S(N)(=O)=O)cc1[N+](=O)[O-])c1cccs1,0.2%,i,37,11%,-0.5%,0.5,46,6%,-4%,12%,-0.1%,
COCCn1c(-c2ccc(OC)cc2)cnc1SCC(=O)Nc1cccc2ccccc12,9.4%,i,31,1%,0.3%,-1.7,96,17%,5%,9%,0.0%,Dengue-2 NS5 capping pilot replicate=-2.4
Cn1c(SCC(=O)NCc2ccccc2)nnc1C1CC1,2.4%,i,26,-5%,0.0%,-0.6,53,-11%,8%,6%,4.1%,
CC1=C(C(=O)OCc2ccccc2)C(c2ccco2)n2ncnc2N1 (centres undefined),0.4%,i,29,0%,-0.9%,-3.8,52,1%,1%,1%,4.2%,
O=C(COC(=O)/C=C/c1cccc(C(F)(F)F)c1)Nc1cccc2ccccc12,0.7%,i,34,2%,0.4%,-1.1,54,-13%,3%,3%,-0.7%,
Cc1cccc(SCC(=O)Nc2ccccc2[N+](=O)[O-])c1,-0.2%,i,61,-2%,-0.2%,1.6,59,0%,6%,4%,0.2%,
CCOC(=O)c1c(S(=O)(=O)N2CCCC(C(=O)Nc3ncccc3C)C2)c(C)n(C)c1C (centres undefined),3.6%,i,58,4%,-0.3%,-0.6,62,-2%,8%,10%,0.1%,
COc1ccc(-c2c(C(C)=O)c(C)nc3sc4c(=O)n(-c5ccc(C)cc5)nnc4c23)cc1,0.2%,i,34,-7%,·,1.0,30,-8%,9%,13%,0.2%,
O=c1c2nnn(Cc3ccc(Cl)cc3)c2ncn1Cc1ccc(F)cc1,0.8%,i,53,-6%,0.2%,4.2,88,4%,-1%,3%,4.6%,
O=Cc1sc(=O)n(Cc2cccc(C(=O)O)c2)c1Cl,3.3%,i,48,14%,0.3%,0.7,62,-6%,19µM*,17%,4.3%,
CCN1C(=O)C(=O)N(CC(=O)Nc2cc(C)ccc2C)C1=O,0.0%,i,5,-7%,·,-0.9,68,·,·,1%,-0.4%,
Cc1nc(SCC(=O)c2ccc(F)c(F)c2)[nH]c(=O)c1Oc1ccc(F)cc1,2.0%,i,38,2%,1.2%,-1.3,42,-14%,9%,8%,0.8%,

# Six structures already listed, ordered by length of the SMILES, smallest number first.
SMILES,RSV CPE inhibition,T cell HTS,T cell HTS vesicle-bound %,Dengue-2 NS5 capping,West Nile antiviral,NTR1 ag,NTR1 ag cell count 20 µM,PhoP inhibition,Large T inhibition,Rac1 GTP hydrolysis,UTI89 phage lysis,others
O=C(Oc1ccnc2cc(Cl)ccc12)N1CCOCC1,-0.7%,i,47,-4%,-0.4%,-1.0,49,5%,7%,-6%,-1.2%,
Cc1cccc(NC(=O)CSc2nnc(NC(=O)C3CC3)s2)c1C,0.1%,i,11,-2%,-0.1%,2.1,63,-5%,8%,9%,0.2%,
O=C1c2ccccc2/C(=C\c2ccc3[nH]ccc3c2)N1c1ccccc1,·,i,25,-7%,·,3.0,56,·,·,5%,0.0%,
COc1ccc(/C=N/N2CCOCC2)cc1Cn1cc([N+](=O)[O-])cn1,1.4%,i,35,5%,0.4%,-0.1,44,-9%,9%,7%,-1.0%,
O=C(COC(=O)/C=C/c1cccc(C(F)(F)F)c1)Nc1cccc2ccccc12,0.7%,i,34,2%,0.4%,-1.1,54,-13%,3%,3%,-0.7%,
CCOC(=O)c1c(S(=O)(=O)N2CCCC(C(=O)Nc3ncccc3C)C2)c(C)n(C)c1C (centres undefined),3.6%,i,58,4%,-0.3%,-0.6,62,-2%,8%,10%,0.1%,

# More records follow.
SMILES,RSV CPE inhibition,T cell HTS,T cell HTS vesicle-bound %,Dengue-2 NS5 capping,West Nile antiviral,NTR1 ag,NTR1 ag cell count 20 µM,PhoP inhibition,Large T inhibition,Rac1 GTP hydrolysis,UTI89 phage lysis,others
O=C(c1cccc(COCC(F)(F)C(F)F)c1)N1CCN(c2ccccc2)CC1,3.3%,i,54,-4%,-1.1%,0.9,79,8%,3%,1%,11%,
CS(=O)(=O)N(CCc1ccccc1)CC(=O)Nc1ccc2c(c1)OCO2,-0.4%,i,19,2%,-0.1%,-0.3,78,-1%,1%,5%,0.1%,
CCOC(=O)c1ccc(NC(=S)NCC(O)c2ccccc2)cc1 (centres undefined),3.3%,i,0,-4%,·,0.4,67,3%,38%,7%,-3.6%,
Cc1cc(NS(=O)(=O)c2ccc(NC(=S)NCc3ccccc3)cc2)no1,-0.7%,i,22,-2%,1.1%,2.2,58,9%,7%,9%,1.6%,
COC(=O)Cn1c(=NC(=O)CN2C(=O)CCC2=O)sc2cc(S(N)(=O)=O)ccc21,1.6%,i,12,-1%,0.2%,-0.1,64,-8%,14%,2%,-0.4%,
Cc1cnc(C(=O)OCC(=O)Nc2cccc(S(=O)(=O)N3CCOCC3)c2)cn1,·,i,52,0%,·,-2.4,46,·,·,3%,-2.5%,
CCOc1ccc(NC(=S)Nc2ccc(Br)cc2Cl)cc1,8.0%,i,20,4%,0.0%,2.8,37,2%,23%,3%,0.5%,
O=C(Oc1ccccc1)c1c(Cl)cccc1P(=O)(O)O,2.7%,i,14,5%,0.4%,-0.1,43,-7%,9%,5%,1.4%,
COc1ccc2c(c1)CCC(C)N2C(=O)C(=O)c1c[nH]c2ccccc12 (centres undefined),6.4%,i,48,-14%,-0.3%,-0.5,45,-13%,9%,11%,0.1%,
COc1cc(Br)cc2cc(C(=O)N3CCOCC3)c(=O)oc12,-0.4%,i,50,-11%,0.3%,0.0,76,8%,4%,2%,0.1%,
COc1cc(/C=N/NC(=O)CNS(=O)(=O)c2ccc(C)cc2)cc(OC)c1OC,·,i,53,-8%,·,-0.7,46,·,5%,9%,0.0%,
Cc1ccc(/C=C/C(=O)Nn2cnnc2)cc1,10%,i,6,-1%,0.4%,-0.5,53,9%,13%,3%,1.1%[50 µM],
CCCc1nnc(NC(=O)CN2CCOCC2)s1,0.2%,i,21,-7%,0.0%,-3.1,80,3%,15%,3%,0.7%,
Nc1ncnc2c1ncn2[C@@H]1O[C@H](CNS(=O)(=O)C2CC2)[C@@H](O)[C@H]1O,·,·,·,4%,·,-1.3,56,·,·,6%,0.1%,Dengue-2 NS5 capping pilot replicate=0.6
N=c1c(S(=O)(=O)c2ccc(F)cc2)cc2c(=O)n3ccccc3nc2n1CC1CCCO1 (centres undefined),0.8%,i,48,15%,0.0%,1.1,67,-13%,2%,-2%,-0.2%,
C/C(=N\NC(=O)c1cccs1)c1ccc2ccccc2c1,0.9%,i,31,-1%,-0.3%,1.1,83,-5%,5%,10%,0.2%,
COC(=O)CNC(=O)Cn1cnc2sc(C)c(S(=O)(=O)N3CCN(c4ccccc4OC)CC3)c2c1=O,1.3%,i,39,1%,0.1%,0.1,48,2%,5%,14%,-1.0%,
CC1(CC(=O)N/N=C/c2ccc(-c3ccc(Cl)cc3)o2)OCCO1,3.5%,i,48,-6%,-0.3%,0.4,34,12%,1%,3%,3.3%,
Cc1ccccc1-c1cnn(-c2cccc([N+](=O)[O-])c2)c1N,13%,i,28,-6%,-0.6%,1.2,29,7%,6%,3%,-1.4%,
Nc1ccc(C#Cc2ccc3oc4ccccc4c(=O)c3c2)cc1,3.9%,i,14,-2%,-0.3%,8.4,100,8%,-7%,-8%,-0.1%,
COc1ccc(C(CNc2nc(-c3cccnc3)nc3ccccc23)N(C)C)cc1 (centres undefined),-0.3%,i,19,-15%,-0.8%,0.0,50,-2%,9%,6%,0.3%,
Cc1ccc(C(=O)Nc2ccc(N3CCOCC3)cc2)cc1,0.1%,i,47,3%,-0.3%,1.0,41,3%,2%,5%,6.7%,
O=C(Nc1nc(-c2ccccn2)cs1)c1ncc(Cl)c(Cl)c1Cl,5.3%,i,24,0%,0.0%,0.9,38,7%,14%,10%,0.9%,
COc1cc(CNCCSc2nnnn2C)cc(OC)c1OC,-0.1%,i,27,6%,-0.6%,1.1,94,1%,1%,3%,3.9%,
CCCc1cc(=O)n2[nH]c(NCc3c(Cl)cccc3Cl)nc2n1,5.2%,i,7,-5%,0.2%,0.6,84,-22%,7%,7%,0.3%,
CCOC(=O)c1c(/N=C/c2cc([N+](=O)[O-])ccc2O)sc(C)c1C,1.0%,i,13,-1%,0.0%,-0.5,69,28%,11%,2%,0.2%,
Cc1nc2c(ccc3nc(NC(=O)C4CC4)sc32)s1,7.7%,i,28,0%,0.9%,2.5,61,1%,12%,12%,0.2%,
O=C(CN(Cc1ccccc1F)S(=O)(=O)c1ccc(Cl)cc1)NCC1CCCO1 (centres undefined),0.4%,i,35,-3%,-0.6%,1.7,50,-8%,8%,3%,-0.2%,
